MITF TRPM1 HTS = activators of MITF-driven TRPM1 promoter reporter, primary screen, cell-based, SK-MEL-5, luciferase, single point; activation, % at 12.5 µM; SK-MEL-5 TRPM1-promoter luciferase, 24 h; % of positive control, neutral wells = 0; AID 588334, 2011; hit rate 0.75% among 300,000;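 active = mean activation of at least 80% with every replicate also reaching 80%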;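 also: 0% = neutral control wells and 100% = parthenolide positive control wells; values of inactives mirror those of a sister screen read the other way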
CAL PDZ FP-1 = untagged CAL PDZ binding inhibitors, primary screen, biochemical, fluorescence polarization, HTS; AID 602252, 2012; purified CAL PDZ, TMR-peptide fluorescence polarization, 1 h; hit rate 0.92% among 300,000; Golgi-associated PDZ and coiled-coil motif-containing protein (Homo sapiens), Q9HD26; inhibition, % at 24.9 µM;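 active = mean inhibition of at least 30% with at least half of replicates also reaching 30%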;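 also: 0% = DMSO neutral control and 100% = excess unlabeled competitor peptide PRC23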
dFosB activator = activators of delta FosB homodimer, primary screen, biochemical, fluorescence polarization, TAMRA-CDK5 oligo, single point; hit rate 0.99% among 340,000; activation, % at 25 µM; Protein FosB (Mus musculus), P13346; purified delta FosB; percent of positive-control signal above neutral wells;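 active = mean activation above about 17%, with every replicate also reaching it, limit read from the data, passing the limit was not always enough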;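 also: fluorescence polarization rise as delta FosB binds a TAMRA Cdk5 AP-1 oligo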
Target sequence (P13346 whole entry, looked up): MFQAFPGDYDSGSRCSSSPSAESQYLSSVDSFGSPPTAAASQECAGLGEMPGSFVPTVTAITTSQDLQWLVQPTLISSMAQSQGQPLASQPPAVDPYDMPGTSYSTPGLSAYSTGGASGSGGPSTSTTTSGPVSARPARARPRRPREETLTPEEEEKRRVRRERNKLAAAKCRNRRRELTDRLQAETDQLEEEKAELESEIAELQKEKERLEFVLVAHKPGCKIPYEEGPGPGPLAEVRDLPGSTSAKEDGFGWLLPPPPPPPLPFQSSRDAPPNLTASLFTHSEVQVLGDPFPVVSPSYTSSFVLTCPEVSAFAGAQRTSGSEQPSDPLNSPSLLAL
CDK5 p35 inh = inhibitors of human CDK5/p35 kinase, primary screen, biochemical, single concentration. Cyclin-dependent kinase 5 (Homo sapiens) + Cyclin-dependent kinase 5 activator 1 (Homo …. Recombinant CDK5/p35, ADP-Glo luminescence, 60 min. inhibition, % at 10 µM. hit rate 0.01% among 330,000;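 active = highest replicate inhibition of at least 50% and at least 75% of replicates reaching 50%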;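 also: plate controls were DMSO neutral control for no effect and GW8510 at 10 µM for full effect; many of its hits are not listed in these tables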
Target sequence (Q00535 whole entry, looked up): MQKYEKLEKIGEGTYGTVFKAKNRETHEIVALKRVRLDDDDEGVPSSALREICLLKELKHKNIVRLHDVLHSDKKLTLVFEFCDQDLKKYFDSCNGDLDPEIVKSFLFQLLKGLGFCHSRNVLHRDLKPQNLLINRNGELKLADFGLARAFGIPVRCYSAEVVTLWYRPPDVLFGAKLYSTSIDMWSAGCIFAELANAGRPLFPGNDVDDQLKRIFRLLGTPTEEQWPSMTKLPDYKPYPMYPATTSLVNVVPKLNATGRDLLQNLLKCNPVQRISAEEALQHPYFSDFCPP
Target sequence (Q15078 whole entry, looked up): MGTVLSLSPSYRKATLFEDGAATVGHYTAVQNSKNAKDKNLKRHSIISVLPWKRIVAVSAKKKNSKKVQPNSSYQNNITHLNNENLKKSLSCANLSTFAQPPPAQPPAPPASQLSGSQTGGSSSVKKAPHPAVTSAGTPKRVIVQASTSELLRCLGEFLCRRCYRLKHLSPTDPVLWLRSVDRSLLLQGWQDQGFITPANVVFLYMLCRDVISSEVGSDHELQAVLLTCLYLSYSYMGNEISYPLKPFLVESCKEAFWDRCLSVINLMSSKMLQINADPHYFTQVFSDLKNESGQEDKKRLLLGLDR
Tat transport = E. coli Tat export inhibitors, primary screen, MC4100, TorA-mCherry reporter, fluorescence, single point | hit rate 0.036% among 340,000 | inhibition, % at 10 µM;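 active = mean replicate inhibition at least 50% and at least half of replicates individually reaching 50%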;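 also: exported cargo escapes ClpAP degradation while cytoplasmic cargo is degraded and loses fluorescence; 0% = median of neutral control wells and 100% = median of NaSCN control wells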
V-ATPase pHluor = regulators of yeast V-ATPase proton pumping, primary screen, pHLuorin cytosolic pH fluorescence. response, % at 10 µM. S. cerevisiae. hit rate 0.37% among 350,000; in the data active = response mostly above about 7.3%, no sharp cut-off; inactive = mostly below about 5.4%; also: actives read high; inactives centre near 0; some compounds called inactive have numbers as strong as hits
Wnt bcat act = Wnt/beta-catenin pathway activators, primary screen, cell-based, plate reader, single point | Wnt/beta-catenin reporter cell assay, activator | AID 743398, 2014 | activation, % at 9.35 µM | hit rate 1.2% among 300,000; in the data active = activation above about 30%, passing the limit was not always enough;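 also: 0% = neutral control wells and 100% = positive control wells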
Rtt109 Vps75 = inhibitors of C. albicans Rtt109/Vps75 HAT, primary screen, biochemical, ThioGlo CoA-SH fluorescence, plate reader; purified Rtt109/Vps75, 4 h; Histone acetyltransferase RTT109 (Candida albicans (strain SC5314 / ATCC MYA-2876)), …; AID 540336, 2011; hit rate 0.16% among 330,000; inhibition, % at 34.9 µM;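 active = inhibition of at least 50% in every replicate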
CAL PDZ FP-2 = CAL PDZ peptide-binding inhibitors, primary screen, biochemical, fluorescence polarization, Cer-tagged CAL PDZ, HTS. inhibition, % at 20 µM. AID 504414, 2011. Golgi-associated PDZ and coiled-coil motif-containing protein (Homo sapiens), Q9HD26. purified CAL PDZ, TMR-peptide fluorescence polarization, 1 h. hit rate 0.02% among 330,000;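 active = highest replicate inhibition of at least 40%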;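 also: plate controls were DMSO neutral control wells for no effect and unlabeled competitor peptide control wells for full effect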
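Test system: purified CerCALP PDZ construct; Compound dosing: one concentration, 20 µM compound; Also added: TMR-labelled reporter peptide T*-PRC34 bound in PDZ groove; Read-out: inhibition from polarization loss; Controls: unlabelled peptide and DMSO controls; Signal: FP readout, S and P plane fluorescence; Incubation: 1 h at RT.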
RTF Ca sens act = cardiac RTF calcium sensitivity activators, primary screen, biochemical, IANBD-TnC fluorescence, EC20 calcium; Troponin I, cardiac muscle (Homo sapiens) + Troponin T, cardiac muscle (Homo sapiens) + …; IANBD-labeled TnC RTF fluorescence at EC20 calcium; 0% EC20 calcium, 100% full calcium; activation, % at 7.2 µM; hit rate 0.24% among 340,000;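 active = activation above the mean over all tested compounds plus 3 SD, cut at about 30% in these data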;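 also: rise in fluorescence read as greater calcium sensitivity of cardiac thin filaments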
* hit, by the source's call; x = not tested or not shown.

# | Molecule | RTF Ca sens act | CAL PDZ FP-1 | Tat transport | CAL PDZ FP-2 | Wnt bcat act
1 | CC(C)=CCc1c(O)c(CC=C(C)C)c2occ(-c3ccc(O)cc3)c(=O)c2c1O | 6 | -4 | -6 | -0.5 | 3
2 | CCN(Cc1ccccc1)C(=O)C1CCN(C/C(C)=C/c2ccccc2)CC1 | 1 | 0 | -2 | -0.5 | -3
3 | O=C(Cc1cccs1)N1CCCC(c2nc3c(nnn3Cc3cccc(Cl)c3)c(=O)[nH]2)C1 (configuration not stated) | 0 | x | 8 | -4.4 | -2
4 | C=CCOc1ccc(Br)cc1CNCCCN1CCOCC1 | 0 | 0 | -2 | 0.0 | -1
5 | Cc1ccc(-n2cccc2/C=N/n2cnnc2)cc1Cl | 2 | -1 | 2 | -1.7 | x
6 | CCCCNS(=O)(=O)c1ccc2nc(-c3cccnc3)cc(C(=O)NC3CC3)c2c1 | -4 | x | -1 | -1.4 | -4
7 | CC(OC(=O)/C=C/c1ccccc1)C(=O)Nc1ccc(C(N)=O)cc1 (configuration not stated) | -3 | -3 | 3 | -1.3 | -3
8 | CCN(Cc1nc2ccccc2c(=O)[nH]1)C(=O)C1CC(=O)N(c2cccc3ccccc23)C1 (configuration not stated) | 4 | -2 | 9 | -0.2 | 1
9 | O=C(Nc1nnc(SCc2ccccc2Cl)s1)C1COc2ccccc2O1 (configuration not stated) | -3 | -3 | 7 | -1.1 | 19
10 | N#C/C(=C\c1ccc(Cl)cc1)C(=O)Nc1cccnc1 | -4 | -2 | 5 | -0.5 | 1
11 | O=C(NCc1ccc(Cl)cc1)c1ccc(Cl)cc1[N+](=O)[O-] | -1 | 0 | -3 | -2.4 | 0
12 | COC(=O)C(C)(C(=O)OC)c1ccc([N+](=O)[O-])cn1 | 1 | -1 | 2 | -1.2 | 2

# | CDK5 p35 inh | V-ATPase pHluor | dFosB activator | MITF TRPM1 HTS | Rtt109 Vps75
1 | 0.5 | 5 | 1 | x | 7
2 | 1.9 | -1 | -9 | -6 | 0
3 | 1.7 | 1 | -15 | -8 | 10
4 | -2.9 | 2 | -1 | -4 | 0
5 | 0.9 | 0 | -3 | 4 | -5
6 | 1.2 | -2 | -10 | 4 | 4
7 | 0.8 | -2 | 0 | 0 | 10
8 | 1.0 | 2 | -5 | 0 | -9
9 | 1.4 | 3 | -1 | 13 | 12
10 | 0.8 | 3 | -2 | 9 | -4
11 | 0.1 | -3 | 1 | 9 | x
12 | -0.8 | -1 | 0 | x | -5

(continued)
# | Molecule | RTF Ca sens act | CAL PDZ FP-1 | Tat transport | CAL PDZ FP-2 | Wnt bcat act
13 | S=C(NCc1ccccc1)N1CCCCC1 | -1 | 9 | 5 | -2.9 | -1
14 | CSc1ccccc1NC(=O)Cn1ccsc1=N | 1 | -1 | -6 | 0.3 | -1
15 | N#CC1(NC(=O)CSc2nnc(-c3ccccc3F)n2N)CCCCC1 | 4 | -1 | 4 | 0.1 | -4
16 | Cc1n[nH]c(=O)c2c1nnn2Cc1ccc(F)cc1 | -6 | -2 | -11 | -0.9 | 0
17 | NC(=S)N/N=C\c1c2ccccc2cc2ccccc12 | -6 | x | -11 | -0.4 | 2
18 | COc1ccc([C@H]2CC(=O)C=C(c3ccc(C)c([N+](=O)[O-])c3)C2)cc1 | 1 | -2 | 4 | -1.1 | 7
19 | O=C(NCc1ccco1)C(c1ccccc1F)N(CC1CCCO1)C(=O)Cn1nnc2ccccc21 (configuration not stated) | 4 | 0 | -3 | 0.6 | x
20 | COc1cccc(-c2nc(NCc3ccco3)c3ccccc3n2)c1O | 1 | 0 | -2 | -2.2 | x
21 | O=c1[nH]c(=S)[nH]cc1Oc1ccccc1 | -3 | -7 | -3 | -0.6 | -2
22 | COc1cc(S(=O)(=O)NCC2CCCO2)c(OC)cc1Cl (configuration not stated) | -2 | x | -9 | -0.6 | 0
23 | O=C(CCOc1ccccc1)Nc1ccc(Br)cc1 | -1 | 1 | 1 | -1.9 | 8
24 | O=C(OCN1C(=O)c2ccccc2C1=O)c1cccc(S(=O)(=O)N2CCOCC2)c1 | -1 | -5 | 0 | -1.8 | 0

# | CDK5 p35 inh | V-ATPase pHluor | dFosB activator | MITF TRPM1 HTS | Rtt109 Vps75
13 | -0.1 | -7 | -8 | 2 | x
14 | -0.3 | -1 | -10 | 4 | -8
15 | 1.6 | -1 | 7 | -8 | -2
16 | -0.3 | -1 | 0 | -8 | 4
17 | 0.5 | -4 | -2 | 7 | 9
18 | -1.8 | -2 | 1 | 54 | 2
19 | -0.6 | 1 | -10 | -2 | -2
20 | -1.6 | 0 | 2 | -2 | -3
21 | 0.2 | 2 | 2 | 0 | -9
22 | -0.6 | 5 | -9 | x | -5
23 | 1.4 | -2 | -4 | 31 | 0
24 | 1.7 | -2 | 4 | -4 | 0

Next section:
# | Molecule | RTF Ca sens act | CAL PDZ FP-1 | Tat transport | CAL PDZ FP-2 | Wnt bcat act
25 | CCN(CC)CCCNC(=S)Nc1ccc(Br)cc1 | 3 | -3 | 0 | -0.2 | -2
26 | CC1CC(C)CN(C(=O)CSCC(=O)O)C1 (configuration not stated) | 4 | 0 | -1 | -2.0 | -6
27 | Oc1ccccc1CNc1cccc2cccnc12 | 3 | 5 | 3 | -1.3 | 27
28 | N#Cc1ccc(C(=O)OCC(=O)Nc2cccnc2Cl)cc1 | 3 | -19 | -2 | -8.5 | -1
29 | COc1ccc(NC(=O)N(C)C[C@H]2Oc3c(NC(=O)Nc4ccc(C(F)(F)F)cc4)cccc3C(=O)N([C@H](C)CO)C[C@@H]2C)cc1 | -1 | -3 | 24 | -0.2 | -5
30 | Cc1cc(C)cc(-n2c(SCC(=O)Nc3cccc(S(=O)(=O)NC4=NCCCCC4)c3)nc3ccccc3c2=O)c1 | 7 | -1 | 3 | -0.4 | -1
31 | Cc1ccc(-n2c3c(cc(C(=O)NCCCN4CCOCC4)c2=O)C(=O)CC(C)(C)C3)cc1 | 1 | x | 4 | -0.2 | -1
32 | COc1cccc(C2(O)C(=O)Nc3ccccc32)c1 (configuration not stated) | -1 | 0 | 5 | -1.0 | 1
33 | O=C(CSc1nnc(-c2cccs2)n1C1CC1)NCC1CCCO1 (configuration not stated) | -3 | 4 | 12 | -0.4 | 1
34 | CCCN(C(=O)CSc1nc(C2CC2)n(-c2ccccc2)n1)C1CCS(=O)(=O)C1 (configuration not stated) | 0 | -1 | -14 | -0.8 | -2
35 | Cc1ccc(N(CC(=O)NC2CC3CCC2C3)S(C)(=O)=O)cc1C (configuration not stated) | 6 | 9 | -11 | -4.7 | -7
36 | COc1ccc(C(=O)N2CCCc3ccccc32)cc1Br | 1 | 5 | 1 | 33 | 0

# | CDK5 p35 inh | V-ATPase pHluor | dFosB activator | MITF TRPM1 HTS | Rtt109 Vps75
25 | 0.6 | -1 | -1 | 5 | -4
26 | -0.3 | -1 | 2 | -5 | 3
27 | 1.7 | 5 | 4 | 1 | -18
28 | 0.0 | -2 | -9 | -1 | 1
29 | -4.9 | 2 | -5 | -7 | -13
30 | -3.5 | -1 | 3 | -7 | 8
31 | -1.0 | 11* | -2 | 3 | 9
32 | -5.9 | 0 | -3 | -1 | x
33 | 1.0 | -6 | -5 | -5 | 9
34 | -1.3 | 5 | 2 | -3 | -8
35 | -0.3 | 4 | 0 | x | x
36 | 0.2 | 5 | -14 | 1 | -1

Entries shown so far that have a thiophene ring, fused or not (two):
# | Molecule | RTF Ca sens act | CAL PDZ FP-1 | Tat transport | CAL PDZ FP-2 | Wnt bcat act
3 | O=C(Cc1cccs1)N1CCCC(c2nc3c(nnn3Cc3cccc(Cl)c3)c(=O)[nH]2)C1 (configuration not stated) | 0 | x | 8 | -4.4 | -2
33 | O=C(CSc1nnc(-c2cccs2)n1C1CC1)NCC1CCCO1 (configuration not stated) | -3 | 4 | 12 | -0.4 | 1

# | CDK5 p35 inh | V-ATPase pHluor | dFosB activator | MITF TRPM1 HTS | Rtt109 Vps75
3 | 1.7 | 1 | -15 | -8 | 10
33 | 1.0 | -6 | -5 | -5 | 9

Other entries:
# | Molecule | RTF Ca sens act | CAL PDZ FP-1 | Tat transport | CAL PDZ FP-2 | Wnt bcat act
37 | COC(=O)c1cccc(NC(=O)C23CC4CC(C2)CC(n2cncn2)(C4)C3)c1 | 5 | -3 | -8 | 0.0 | -6
38 | Cc1nn(C2CC(O)C(O)C(CO)O2)c(=O)[nH]c1=O (configuration not stated) | -1 | -2 | 11 | -0.1 | -6
39 | Cc1cccc(NC(=O)/C=C/c2ccc(Cl)cc2)n1 | 1 | 1 | 4 | -1.8 | x
40 | CC(C)(C)c1ccc(-c2nnc(SCC(=O)NC3CC3)o2)cc1 | -9 | x | 2 | -1.0 | 26
41 | CN1CCN(c2ccc(Cl)cc2NC(=O)c2ccc(S(=O)(=O)N3CCCCCC3)cc2)CC1 | 1 | -1 | 8 | 0.4 | 0
42 | CC1S/C(=N/N=C2CCC(C(C)(C)C)CC2)NC1=O (configuration not stated) | -3 | -3 | -14 | -0.6 | 6
43 | CCOc1cccc(C(=O)Nc2ccc(N3CCCC3)cc2)c1 | -3 | -2 | -7 | 0.2 | 3
44 | COc1ccccc1N1CCN(S(=O)(=O)CCNC(=O)c2ccccc2Br)CC1 | 1 | -1 | -6 | -0.1 | -1
45 | Cc1cc(C(=O)OC(C(=O)Nc2cccc(C(F)(F)F)c2)c2ccccc2)c(C)o1 (configuration not stated) | -2 | -2 | 2 | -2.3 | 1
46 | CC(C)C(=O)Nc1cccc(NC(=O)CCN2C(=O)c3ccccc3S2(=O)=O)c1 | -2 | 1 | -1 | -2.5 | -3
47 | CCCCNC(=O)N1CCN(C(=O)c2ccco2)CC1 | -4 | -2 | 1 | -2.2 | 1
48 | O=C(NCC1CCCO1)/C(=C/c1ccccc1F)NC(=O)c1ccccc1 (configuration not stated) | -9 | 0 | -9 | -1.9 | 4
49 | Cc1c(NS(=O)(=O)c2ccc3[nH]c(=O)[nH]c3c2)c(=O)n(-c2ccccc2)n1C | 2 | -3 | 1 | -0.3 | x

# | CDK5 p35 inh | V-ATPase pHluor | dFosB activator | MITF TRPM1 HTS | Rtt109 Vps75
37 | 1.1 | 0 | -10 | -3 | 1
38 | 2.3 | -4 | -4 | -5 | 3
39 | 1.6 | 0 | -5 | 90* | 5
40 | 0.8 | 1 | -10 | 47 | 17
41 | 0.7 | 6 | -7 | -46 | -7
42 | 0.9 | 5 | 5 | 14 | 1
43 | 0.2 | -2 | -2 | x | 1
44 | -2.4 | 0 | -9 | 8 | -3
45 | 0.9 | 1 | -3 | -7 | 1
46 | -2.2 | -5 | -4 | -12 | x
47 | -1.2 | 7 | 2 | -1 | 17
48 | -1.2 | -5 | -1 | 4 | 14
49 | 0.8 | 3 | -3 | -2 | 4
